GAA inh: inhibitors of human lysosomal alpha-glucosidase; P10253; purified human GAA, 4-MU-alpha-glucoside fluorescence; Potency, µM (highest dose often 76.9 µM), inactives show at the highest dose activity change, negative = inhibition, hits mostly inhibitors; 0.005% of 200,000 active;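 also: plate controls were uninhibited enzyme wells for no effect and no-enzyme background for full effect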
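Endpoint fluorogenic read: 20 min room-temperature reaction of 4 nM human alpha-glucosidase with 400 uM 4-methylumbelliferyl-alpha-D-pyranoside, pH 5.0, quenched with 1M NaOH/1M glycine pH 10. AC50 from Hill modeling.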
aGal spleen mod: inhibitors or activators of human alpha-galactosidase in spleen homogenate; P06280; human spleen homogenate, 4MU-alpha-Gal fluorescence, 40 min; Potency, µM (series often up to 80 µM), for inactives: at the top dose activity change, negative = inhibition, most hits filed as inhibitors; 0.008% of 240,000 active; AID 2107;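 also: 0% = enzyme with vehicle and -100% = no enzyme basal signal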
Target sequence (P06280 32-429 limits assumed): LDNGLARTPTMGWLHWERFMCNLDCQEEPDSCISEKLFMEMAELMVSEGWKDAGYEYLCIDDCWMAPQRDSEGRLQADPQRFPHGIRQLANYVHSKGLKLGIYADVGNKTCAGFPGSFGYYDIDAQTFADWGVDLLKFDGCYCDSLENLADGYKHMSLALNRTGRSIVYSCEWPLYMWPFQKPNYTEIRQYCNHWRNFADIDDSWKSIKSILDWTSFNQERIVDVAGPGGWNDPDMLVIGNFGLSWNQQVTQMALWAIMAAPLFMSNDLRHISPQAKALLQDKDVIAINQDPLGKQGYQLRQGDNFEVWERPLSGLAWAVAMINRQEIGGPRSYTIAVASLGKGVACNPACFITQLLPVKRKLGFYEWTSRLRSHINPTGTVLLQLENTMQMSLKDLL
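Human spleen homogenate (1 ug) was the enzyme source, with 4-methylumbelliferyl-alpha-D-galactopyranoside (1 mM final) in pH 5.0 citrate buffer with 0.01% Tween-20. Compounds were titrated; after 40 min at 37C, NaOH/glycine stop, 4-MU fluorescence read; AC50 from Hill fits.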
GAA spleen mod: lysosomal alpha-glucosidase (human) modulation; 0.006% of 240,000 active; Potency, µM (series often up to 79.9 µM), for the others: at the highest dose activity change, negative = inhibition, most hits filed as inhibitors; P10253; human spleen homogenate, 4-MU-alpha-glucoside fluorescence;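 also: 0% = enzyme with vehicle and -100% = no enzyme basal signal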
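Compounds were titrated against alpha-glucosidase in spleen homogenate at pH 5.0, with 1 mM 4-methylumbelliferyl substrate for 40 min at 37 C. Reactions were quenched with pH 10 NaOH/glycine and fluorescence measured.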
Tau fibril ThT: blocks human tau fibril formation measured by thioflavin T; recombinant tau K18 P301L, heparin-induced fibrillization, ThT fluorescence; Potency, µM (series often up to 57.4 µM), without a hit: at the highest dose activity, negative = inhibition, actives largely listed as inhibitors; 2.1% of 270,000 active; AID 1460; also: % is scaled to controls: 0 for no effect and ±100 for the full control effect; nearly all actives have a fitted effect of over 55% in size
Target sequence (P10636 561-689 P618L limits assumed): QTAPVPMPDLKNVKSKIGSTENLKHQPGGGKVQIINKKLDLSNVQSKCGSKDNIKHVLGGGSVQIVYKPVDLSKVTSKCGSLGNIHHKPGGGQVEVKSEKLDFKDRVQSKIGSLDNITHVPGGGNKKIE
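Using a mix of unlabeled (15 uM) and Alexa 594-labeled (0.24 uM) tau K18 P301L, heparin-triggered fibrillization over 6 hr at 37 C was scored by ThT fluorescence.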
Tau fluor counter: counter-screen for tau fibril formation inhibitors | 0.93% of 280,000 active | Potency, µM (top dose mostly 57.7 µM), for inactives: at the highest dose activity change, negative = decrease | tau K18 P301L Alexa594 fluorescence, heparin fibrillization; also: % is scaled to controls: 0 for no effect and ±100 for the full control effect; nearly all actives have a fitted effect of over 55% in size
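Human tau K18 P301L (15 uM unlabeled, 0.24 uM Alexa 594-labeled) in 100 mM sodium acetate pH 7 with 20 uM heparin, 6 hr at 37 C. ThT 30 uM added, 1 hr ambient; Alexa 594 FP and total fluorescence read at 555/632 nm.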
HTT ATP protect: protects HTT-Q103 PC12 cells, measured by ATP; PC12 HTT-Q103 induced, cytoprotection, ATP luminescence, 40 h; Potency, µM (series often up to 56.4 µM), without a hit: cytoprotection (ATP increase), hits mostly activators; 0.14% of 230,000 active;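 also: % of control where 0% means no effect; nearly all actives have a fitted effect of over 45% in size; toxic huntingtin expression switched on by the ecdysone agonist tebufenozide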
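ATP quantification (ATPlite) reports survival of PC12 cells in which tebufenozide, 100 nM final, switches on Htt exon 1 with 103 glutamines linked to GFP; compounds are titrated.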
GAA glycogen mod: alters human alpha-glucosidase cleavage of glycogen | AID 2100 | 0.38% of 300,000 active | recombinant GAA, glycogen substrate, Amplex Red glucose oxidase fluorescence | P10253 | Potency, µM (top dose mostly 76.4 µM), for the others: top-dose activity change, negative = inhibition, hits mostly inhibitors;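 also: 0% = full enzyme reaction and -100% = no-enzyme basal signal; the screen sought inhibitors and activators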
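Recombinant human alpha-glucosidase (4 nM final) hydrolysed bovine liver glycogen (30 ug) for 40 min at 37 C in pH 5.0 citrate/phosphate with 0.01% Tween-20. Released glucose detected by glucose oxidase/Amplex Red, Ex 573/Em 610 nm. Compounds up to 77 uM; AC50 from Hill fits.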
Tau FP inhib: blocks human tau fibril formation measured by polarization | Potency, µM (doses to about 57.7 µM), for the others: at the highest dose activity, negative = inhibition, actives largely listed as inhibitors | P10636 | AID 1468 | 0.39% of 280,000 active | K18 P301L tau heparin fibrillization, Alexa594 FP, 6 h; also: % is scaled to controls: 0 for no effect and ±100 for the full control effect; nearly all actives have a fitted effect of over 55% in size
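Heparin (20 uM) drove fibril formation of recombinant tau K18 P301L, 15 uM unlabeled with 0.24 uM Alexa 594 label, for 6 hr at 37 C in 100 mM sodium acetate pH 7. Fluorescence polarization (555/632 nm) read 1 hr after 30 uM ThT.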
* marks the source's active call; other numbers are inactive results; ? = inconclusive; . = no result given; & = joins results of further samples; [ ] = remark or other dose. Calls follow the shape of the dose curve; as a rule, active = well fitted curve in the direction sought with a large enough effect; inconclusive = small, poorly fitted or top-dose-only effect, or another doubt; inactive = no such curve, though single readings can be large; an effect the other way counts as inactive or inconclusive. Potency is read from the fitted curve at half-maximal effect.

SMILES	GAA inh	aGal spleen mod	GAA spleen mod	Tau fibril ThT	Tau fluor counter	HTT ATP protect	GAA glycogen mod	Tau FP inhib
CCCCC(=O)Nc1cccc(NC(=O)C(C)C)c1	0.1%	-4.0%	-5.9%	-5.8%	-4.1%	2.8%	6.5%	-2.0%
CC1CCC2(CC1)SCC(=O)N2c1ccc(F)cc1 (stereo unspecified)	.	-8.9%	-7.4%	-13.9%	-12.3%	3.3%[10 µM]	1.7%	-7.7%
COc1ccccc1C1C=C(c2ccc(Cl)cc2)Nc2nc(N3C(=O)CCC3=O)nn21 (stereo unspecified)	-6.7%	7.4%	0.4%	-9.7%	0.3%	-17.0%	0.5%	3.8%
O=C(NCCN1CCOCC1)N1c2ccccc2Sc2ccccc21	-0.2%	2.3%	-0.7%	-1.2%	-1.5%	3.0%	-3.0%	5.6%
Cc1cccc(Oc2sc(C(=O)c3ccccc3)c(N)c2C#N)c1C	-14.1%	3.9%	-6.4%	?	-17.5%	16.6%	1.7%	0.6%
CCc1cc(/C(Cc2ccccn2)=N\O)c(O)cc1O	-9.6%	4.8%	4.6%	-12.4%	-19.5%	-63.0%[inhibitor]	?	7.9%
CN1CCN(CC(=O)Nc2nc(-c3c[nH]c4ccccc34)cs2)CC1	-6.0%	2.4%	.	?	?	-36.6%[inhibitor]	7.0%	10.0%
CCn1c(=O)n(CC(=O)Nc2cccc(OC)c2)c(=O)c2ccccc21	-0.7%	-7.8%	-9.8%	-13.6%	-4.5%	9.5%[1.9 µM]	0.2%	5.7%
O=C(O)CCCC(=O)N1N=C(c2c(-c3ccccc3)c3cc(Cl)ccc3[nH]c2=O)CC1c1cccs1 (stereo unspecified)	2.3%	-0.3%	-1.4%	-0.8%	15.2%	-32.9%[10 µM]	5.9%	-0.8%
Cc1ccc(C)c(S(=O)(=O)Nc2ccc(O)c(C(=O)O)c2)c1	6.8%	-4.2%	-9.1%	1.6%	-2.5%	-5.9%	9.4%	-8.3%
C/C(=N\NC(=O)COc1ccc(C)cc1C(C)C)c1cc2ccccc2o1	4.7%	-11.7%	-8.6%	1.4%	0.5%	-14.1%[1.9 µM]	2.5%	4.3%
S=C(NC12CC3CC(CC(C3)C1)C2)N1CCOCC1	3.3%	11.0%	6.3%	-1.9%	5.1%	17.5%[10 µM]	1.4%	15.5%
CCOc1ccc(NC(=O)N2CCCC2C(=O)NCC2CCCO2)cc1 (stereo unspecified)	?	10.0%	-0.8%	-4.0%	-1.4%	-15.1%[10 µM]	-10.4%	-5.8%
COc1ccc(-c2n[nH]c(=S)n2CC(C)C)cc1	-8.0%	4.8%	5.9%	-16.2%	-15.8%	11.8%	-1.7%	8.4%
Fc1ccc(C2=Nc3cccc4cccc(c34)N2)cc1	-3.1%	-1.8%	0.9%	1.0%	2.4%	-26.7%[10 µM]	?	1.6%
COc1cc(-c2noc(-c3ccc(N4CCOCC4)c([N+](=O)[O-])c3)n2)cc(OC)c1OC	.	.	.	-2.6%	-6.1%	.	14.6%[76.3 µM]	2.7%
Cc1ccc(N(C(=O)CCC(=O)Nc2cc(C)on2)C(C(=O)NC2CCCC2)c2cccs2)cc1 (stereo unspecified)	0.1%	-5.4%	-7.7%	-11.3%	-7.9%	13.1%	0.4%	14.8%
CCCn1c(=N)n(CC(O)COc2ccc(C)cc2)c2ccccc21 (stereo unspecified)	.	-22.9%	-1.9%	-10.4%	-1.2%	-8.4%[10 µM]	5.4%	0.2%
O=C(Cn1ncc2c3ccccc3n(Cc3ccccc3F)c2c1=O)NCCc1ccc(Cl)cc1	.	.	.	0.5%	-13.1%	.	12.7%[76.3 µM]	-6.9%
COC(=O)C1Cc2c([nH]c3ccccc23)C(C)N1 (stereo unspecified)	-0.5%	3.3%	7.6%	-16.1%	-10.6%	24.6%[10 µM]	4.9%	-1.1%
Cc1ccc2nc(NCc3ccc(F)cc3)c3nncn3c2c1	.	0.4%	-0.3%	-1.7%&-5.9%	-6.3%&-5.6%	-14.6%[10 µM]	-3.6%	-5.0%&4.3%
CC(=O)c1cc(-c2ccccc2)n(CCC(=O)NC2CCCCC2)c1C	-26.8%	3.8%	-3.2%	-4.4%&0.4%	-0.8%&3.3%	33.6%[10 µM]	6.3%	4.3%&4.5%
CCOc1ccc(CCNS(=O)(=O)c2cnc[nH]2)cc1OCC	-23.9%	28.3%	0.8%	0.4%	-2.5%	0.8%	4.7%	-2.3%
Oc1ccccc1-c1nc(N2CCN(Cc3ccccc3)CC2)c2ccccc2n1	-1.7%	-3.7%	1.8%	?	-11.2%	-2.9%[0.074 µM]	-5.2%	-0.4%
NC(=O)CSc1oc(-c2cccs2)nc1S(=O)(=O)c1ccccc1	-0.1%	-3.6%	-2.1%	-15.3%	-1.9%	-0.2%	0.6%	-3.1%
New compounds follow.
SMILES	GAA inh	aGal spleen mod	GAA spleen mod	Tau fibril ThT	Tau fluor counter	HTT ATP protect	GAA glycogen mod	Tau FP inhib
CCN(c1ccccc1)S(=O)(=O)c1ccc(C(=O)Nc2nnc(-c3ccco3)o2)cc1	-1.4%	0.6%	-0.5%	2.8%	-1.2%	-133.1%[inhibitor]	6.8%	5.3%
CN(c1ccccc1)S(=O)(=O)c1cccc(NC(=O)CSc2n[nH]c(N)n2)c1	.	-2.4%	4.3%	-3.1%	-21.9%	11.1%[10 µM]	1.0%	-3.2%
O=C(CSc1nc2[nH]ncc2c(=O)[nH]1)NCCc1ccccc1	?	4.3%	-2.4%	-4.0%	-4.5%	-16.2%	0.4%	-7.9%
C=C(C)C1CC=C(C)/C(=N/NC(=O)c2ccc(NC(=O)CCC)cc2)C1 (stereo unspecified)	-5.3%	-4.7%	-5.2%	?	-11.0%	-19.7%	-0.2%	1.9%
Oc1ccccc1-c1cc(-c2ccccc2Cl)[nH]n1	-4.7%	0.6%	-1.1%	-5.4%	14.1µM*[quencher]	-16.1%	-5.9%	?
CN(C)CCCNC(NC(=O)/C=C/c1ccccc1)C(Cl)(Cl)Cl (stereo unspecified)	-2.0%[15.4 µM]	1.2%	-1.0%	-15.2%	-13.8%	32.6%[10 µM]	7.3%	-12.2%
COCCOC(=O)C1=C(C)NC2=C(C(=O)CCC2)C1c1ccc2c(c1)OCO2 (stereo unspecified)	-3.1%	1.9%	-4.3%	-4.4%	-9.0%	-2.8%[10 µM]	3.5%	-1.4%
O=C(Nc1ccc(F)cc1)N1CCCN(c2ccc(C(F)(F)F)cn2)CC1	.	-1.0%	-4.4%	-11.5%	-20.3%	-17.2%[10 µM]	-2.3%	5.7%
COc1ccccc1N=NC1=C(O)CC(C)(C)CC1=O	-10.7%	-8.8%	-5.7%	?	11.3%	.	5.8%	3.1%
Fc1ccccc1OCc1nc(-c2ccc(-n3cccc3)cc2)no1	.	.	.	?	-10.7%	.	13.0%[76.3 µM]	-6.3%
O=C(NCC1CCN(C(=O)c2ccc([N+](=O)[O-])cc2)CC1)C(=O)Nc1ccccc1	-2.9%	-6.4%	-13.2%	-13.7%	-6.5%	-12.1%	10.0%	-4.2%
COc1ccc(CCNC(=O)CNC(=O)Cn2cnc3sc(C)c(C)c3c2=O)cc1OC	3.1%	-11.2%	1.1%	-5.0%	-6.8%	-11.5%	8.9%	-4.8%
COc1ccc(-c2n[nH]c3c2C(c2ccc(OC)c(OC)c2)N(c2ccccc2)C3=O)cc1 (stereo unspecified)	-4.5%	5.0%	-8.0%	-16.3%	?	9.4%	-2.1%	-6.1%
O=S(=O)(Nc1ccc2c(c1)OCO2)c1cccs1	-7.8%	-3.4%	5.2%	-5.1%	-3.2%	-7.0%	0.7%	6.7%
O=[N+]([O-])c1ccc(C2=NN(c3ccccc3)C(c3ccco3)C2)cc1 (stereo unspecified)	.	3.7%	-3.6%	5.01µM*	-24.2%	-0.4%[10 µM]	-7.5%	10.6%
CC(C)CCN1CCN(Cc2ccc(C#CC(C)(C)O)s2)CC1CCO (stereo unspecified)	-0.9%	-8.0%	2.9%	-10.8%	-15.5%	-9.8%[10 µM]	14.8%	-5.2%
CCCn1c(SCC(=O)Nc2cc(S(=O)(=O)N3CCOCC3)ccc2OC)n[nH]c1=O	-2.2%	-5.8%	-7.0%	-8.1%	-3.9%	-4.7%[10 µM]	2.4%	4.0%
CCOCCCNC(=O)/C(C#N)=C/c1ccc(C)o1	-7.2%	3.8%	3.9%	-16.1%	-9.8%	-50.1%	-7.2%	1.7%
Cc1ccc(Cl)cc1N1CCN(CCNC(=O)Nc2ccc(Cl)cc2)CC1	.	.	.	-1.1%	?	.	-3.1%[76.3 µM]	12.6µM*
COc1ccccc1NNC(=O)c1cc(C(C)(C)C)nn1Cc1ccccc1	-1.2%[15.4 µM]	1.7%	-13.3%	-11.8%	-20.7%	10.5%[10 µM]	?	4.0%
Cc1cccc(-n2c(-c3ccco3)nc3c(cnn3-c3ccc(F)cc3)c2=O)c1	.	.	.	-14.0%	-23.9%	.	5.6%[76.3 µM]	-8.4%
CCN1C(=O)[C@H]2[C@H]3[C@H](O)[C@H](O)C/C(=N/OC)[C@@H]3CC[C@@H]2C1=O	.	8.7%[17.5 µM]	4.7%[17.4 µM]	-0.3%[11.5 µM]	-0.2%[11.6 µM]	-5.0%[10 µM]	.	?

An excerpt from above, limited to GAA glycogen mod and HTT ATP protect.
structure | GAA glycogen mod | HTT ATP protect
Cc1ccc(Cl)cc1N1CCN(CCNC(=O)Nc2ccc(Cl)cc2)CC1 | -3.1%[76.3 µM] | .
COc1ccccc1NNC(=O)c1cc(C(C)(C)C)nn1Cc1ccccc1 | ? | 10.5%[10 µM]

Single entries from the entries so far.
Tau FP inhib result of Cc1ccc(Cl)cc1N1CCN(CCNC(=O)Nc2ccc(Cl)cc2)CC1 : 12.6µM*
HTT ATP protect result of CC(C)CCN1CCN(Cc2ccc(C#CC(C)(C)O)s2)CC1CCO (stereo unspecified) : -9.8%[10 µM]
aGal spleen mod result of O=[N+]([O-])c1ccc(C2=NN(c3ccccc3)C(c3ccco3)C2)cc1 (stereo unspecified) : 3.7%
aGal spleen mod result of CCN1C(=O)[C@H]2[C@H]3[C@H](O)[C@H](O)C/C(=N/OC)[C@@H]3CC[C@@H]2C1=O : 8.7%[17.5 µM]
